Nrf2 inh: Nrf2 pathway inhibition; A549 ARE-Fluc reporter, luciferase luminescence, 18-24 h; Potency, µM (series often up to 46 µM), for inactives: top-dose activity change, negative = inhibition, most hits filed as inhibitors; 360,000 tested, 2.1% active; AID 504444; further: potency means the concentration at half of the fitted maximal effect; on the % scale 0 is the no-effect control and ±100 the full control effect; nearly all actives have a fitted effect of over 60% in size
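Concentration-response testing used A549 ARE_Fluc cells at 5000 cells/well. Following an 18-24 h compound incubation, viability was read by fluorescence (Ex 405/Em 525) and luciferase output by luminescence.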
Abeta rescue: compounds reversing amyloid beta toxicity in yeast; yeast expressing A-beta42, growth rescue, OD600, 48 h; response scale: 0% DMSO, 100% iron-clioquinol control; Potency, µM (titrated, usually from 46.1 µM), for the others: at the highest dose growth rescue, actives largely listed as activators; 410,000 tested, 0.063% active; AID 1347071; further: potency means the concentration at half of the fitted maximal effect; nearly all actives have a fitted effect of over 55% in size
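Yeast A-beta toxicity model in growth medium with pinned compounds, 48 h at 30 C; growth read as absorbance at 600 nm. Normalized to FeCl3/clioquinol equimolar mix (positive) and DMSO (negative).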
A549 tox: counter-screen for Nrf2 inhibitors: cytotoxicity in A549 cells. Potency, µM (highest dose often 46 µM), for inactives: at the highest dose activity change, negative = cytotoxicity, most hits filed as inhibitors. 390,000 tested, 0.16% active. A549 ARE-Fluc cells, CellTiter-Fluor viability, 18-24 h. AID 504648; further: potency means the concentration at half of the fitted maximal effect; on the % scale 0 is the no-effect control and ±100 the full control effect
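A549 ARE_Fluc cells in 5% FBS OPTI-MEM were exposed to compounds in concentration-response for 18-24 h at 37 deg C. Viability was read by CellTiter-Fluor fluorescence (Ex 405/Em 525) after 30 min, before the luciferase read.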
Akt phos inh: blocks phosphorylation of Akt; activity change, % for hits at 50 µM; AID 651550; 360,000 tested, 0.32% active; Neuro2A IGF-stimulated pAkt S473 HTRF, 20 min; active compounds read low; in the data active means activity change below about -80%; inconclusive means mostly about -51% to -80%; further: on the % scale 0 is the no-effect control and ±100 the full control effect
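Neuro2A cells (4,500/well, DMEM with 0.5% FBS) were treated with compound at a single 50 µM final concentration, stimulated with 6 nM IGF for 20 min at 37 °C, and lysed. Phospho-Akt Ser473 was read by HTRF as 665/615 ratio ×10^4.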
MmCpn inh: blocks the Methanococcus maripaludis chaperonin Mm-Cpn; purified Mm-Cpn ATPase, ADP Transcreener TR-FRET; AID 504842; 330,000 tested, 0.031% active; Potency, µM (titrated, usually from 76.9 µM), inactives show at the highest dose activity, negative = inhibition, actives largely listed as inhibitors; further: potency means the concentration at half of the fitted maximal effect; on the % scale 0 is the no-effect control and ±100 the full control effect; nearly all actives have a fitted effect of over 80% in size
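Quantitative HTS used 25 nM Mm-CPN and 10 uM ATP in magnesium/KCl Tris buffer, pH 7.4, with 1 mM DTT. Hydrolysis ran 30 min at 37°C; ADP was read by HTRF.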
HepG2 tox: counter-screen for TGF-b inhibitors: cytotoxicity in HepG2 cells | Potency, µM (highest dose often 46.1 µM), inactives show at the top dose activity change, negative = cytotoxicity, usual class: cytotoxic | 410,000 tested, 0.76% active | HepG2 CAGA-GFP viability, ATP luminescence, 18 h | AID 588856; further: potency means the concentration at half of the fitted maximal effect; some results filed as inactive show a strong effect at the top dose
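CellTiter-Glo luminescence gave cytotoxicity after 18 hours at 37 degrees C. The cells were HepG2 CAGA-GFP in 1% FBS DMEM, stimulated with 500 pg/mL TGF-beta after compound addition. %Activity was normalised to no-cell wells (complete cell-killing) and DMSO (no toxicity), and curves were fitted and classified.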
CCT chaperon mod: cytosolic chaperonin activity modulation; 360,000 tested, 0.3% active; purified chaperonin ATPase assay, HTRF ADP detection, 30 min; activity change, % (test concentration not listed), hits read low; in the data active means activity change below about -30%; further: on the % scale 0 is the no-effect control and ±100 the full control effect
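TRiC (40 or 20 nM final, by batch activity) in 30 mM Tris pH 7.4, 100 mM KCl, 5 mM MgCl2, 1 mM DTT was treated with compound at 76 uM single dose, then 10 uM ATP, 30 min at 37 °C. ADP was read by HTRF Transcreener.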
Nrf2 ARE act: Nrf2 pathway activation; 410,000 tested, 0.31% active; Potency, µM (series often up to 46.1 µM), without a hit: at the top dose activation, usual class: activators; AREc32 ARE-luciferase reporter (MCF7-derived line), luminescence, 24 h; further: potency means the concentration at half of the fitted maximal effect; % of control where 0% means no effect; nearly all actives have a fitted effect of over 65% in size
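Steps: seed AREc32_Fluc cells (1000/well, 5% FBS OPTI-MEM); incubate overnight at 37 deg C; add 23 nL compound; incubate 24 hr; add Steady-Glo; hold 30 min RT; read luminescence.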
TGFb inhibitor: TGF-b pathway inhibition; HepG2 CAGA-GFP TGF-b/SMAD3 reporter, GFP fluorescence, 18 h; TGF-beta stimulated, 500 pg/mL final; Potency, µM (series often up to 46.1 µM), for inactives: at the top dose activity, negative = inhibition, actives largely listed as inhibitors; 410,000 tested, 1.2% active; further: potency means the concentration at half of the fitted maximal effect; on the % scale 0 is the no-effect control and ±100 the full control effect; nearly all actives have a fitted effect of over 65% in size
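TGF-beta reporter screen: HEPG2 CAGA-GFP, 1% FBS, 500 pg/mL TGF-beta final, 18 h; per-cell GFP summed per well; curves fitted and categorized by class.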
* = called active by the depositor; i = inactive; ? = inconclusive; . = not tested or not shown. Unless noted, the call rests on the fitted dose curve; in most records, active means well fitted curve in the direction sought with a large enough effect; inconclusive means small, poorly fitted or top-dose-only effect, or another doubt; inactive means no such curve, though single readings can be large; an effect the other way counts as inactive or inconclusive.

nr | mol | Nrf2 inh | Abeta rescue | A549 tox | Akt phos inh | MmCpn inh | HepG2 tox | CCT chaperon mod | Nrf2 ARE act | TGFb inhibitor
1 | CC(=O)c1ccc2c(c1)CC(C)C(=O)N2C (stereo unspecified) | -2% | -12% | 8% | i | 1% | -3% | -10 | 0.6% | 2%
2 | COc1ccc2c(c1)CC(NC(=O)Nc1cc(Cl)ccc1OC)CO2 (stereo unspecified) | . | -5% | 0% | . | . | -20% | . | -0.6% | -29%
3 | Cc1ncc(CN2CCCC(C(=O)Nc3ccc(-c4cscn4)cc3)C2)cn1 (stereo unspecified) | 0% | 5% | 0% | i | -2% | 0% | -6.6 | 1.9% | -1%
4 | CSc1nncc(-c2ccc(F)c(F)c2)n1 | -3% | -9% | -2% | i | -1% | 6% | -1.0 | 12% | 10%
5 | CC1CCCCC1NC(=O)c1ccc(NS(=O)(=O)c2ccc3[nH]c(=O)[nH]c3c2)cc1 (stereo unspecified) | 4% | -5% | 2% | i | 4% | 4% | -0.4 | 0.2% | -7%
6 | COc1ccc(-n2nc(C(=O)Nc3ccc(Br)cc3C)c3c4ccccc4n(C)c3c2=O)cc1 | 11% | 3% | -4% | . | . | -2% | . | 3.1% | 0%
7 | CNc1nc2c(Cl)cc(Cl)cc2s1 | 10% | -7% | 7% | i | -1% | -28% | 0.8 | 3.5% | -20%
8 | O=C(Cc1cccs1)NCc1ccccc1F | . | 0% | -2% | i | -20% | -12% | -1.1 | 0.0% | 6%
9 | CN(C)c1ccc(CNC(=O)C2(C)Cc3c(-c4ccc5c(c4)OCO5)ccnc3O2)cc1 (stereo unspecified) | . | -11% | . | i | . | -3% | -1.9 | 0.4% | -22%
10 | COc1ccc(OC)c2c(C)cc(N3CCN(C(=O)c4ccc(Cl)cc4)CC3)nc12 | ? | 1% | -23% | i | 1% | -13% | -3.2 | -0.3% | 30%
11 | O=C(Cn1c(COc2ccccc2)nc2ccccc21)Nc1cc(Cl)cc(Cl)c1 | -4% | 3% | -17% | i | 1% | 2% | 0.0 | -0.9% | 8%
12 | O=C(NC(=S)NCCC1=CCCCC1)c1ccco1 | ? | ? | 0% | i | -2% | -14% | -1.7 | 26% | -12%

Rewritten as labelled records: part of the list above.
(1) CC(=O)c1ccc2c(c1)CC(C)C(=O)N2C (stereo unspecified)
  Nrf2 inh: -2%	Abeta rescue: -12%	A549 tox: 8%	Akt phos inh: i	MmCpn inh: 1%	HepG2 tox: -3%	CCT chaperon mod: -10	Nrf2 ARE act: 0.6%	TGFb inhibitor: 2%

(4) CSc1nncc(-c2ccc(F)c(F)c2)n1
  Nrf2 inh: -3%	Abeta rescue: -9%	A549 tox: -2%	Akt phos inh: i	MmCpn inh: -1%	HepG2 tox: 6%	CCT chaperon mod: -1.0	Nrf2 ARE act: 12%	TGFb inhibitor: 10%

(8) O=C(Cc1cccs1)NCc1ccccc1F
  Nrf2 inh: .	Abeta rescue: 0%	A549 tox: -2%	Akt phos inh: i	MmCpn inh: -20%	HepG2 tox: -12%	CCT chaperon mod: -1.1	Nrf2 ARE act: 0.0%	TGFb inhibitor: 6%

Following part:
nr | mol | Nrf2 inh | Abeta rescue | A549 tox | Akt phos inh | MmCpn inh | HepG2 tox | CCT chaperon mod | Nrf2 ARE act | TGFb inhibitor
13 | COC(=O)c1ccc(-n2cncn2)c([N+](=O)[O-])c1 | 22% | 1% | 1% | i | 4% | 4% | -0.8 | 3.5% | 4%
14 | Cc1nnsc1S(=O)c1ccccc1Cl (stereo unspecified) | ? | -7% | 9% | i | 0% | -9% | -1.9 | 7.1% | 4%
15 | O=C1NC(=O)C(Cc2ccccc2)(c2cccnc2)N1 (stereo unspecified) | -5% | 3% | 3% | i | 0% | -4% | -1.7 | 4.1% | -9%
16 | O=S1(=O)CC/C(=N\O)c2ccccc21 | 9% | -10% | -10% | i | 0% | 3% | 0.6 | -0.3% | 0%
17 | COc1ccc(C(=O)NC(=S)N2CCNC(=O)C2)cc1Br | 4% | 8% | 2% | i | -2% | 16% | 0.1 | -1.1% | -12%
18 | CCCNS(=O)(=O)c1ccc(OCC(=O)Nc2ccc3c(c2)OCO3)cc1 | 1% | -1% | -3% | i | 1% | 6% | -0.5 | 0.1% | -8%
19 | O=c1cc(N2CCCCC2)c(-c2ccccc2)nn1Cc1cccc(Cl)c1 | . | 8% | 16% | i | -1% | -27% | 2.8 | 0.5% | ?
20 | COc1cccc(CC2(CO)CCCN(CC3=Cc4cc(Cl)ccc4OC3)C2)c1 (stereo unspecified) | 4% | 1% | -4% | i | 0% | -2% | -3.0 | 0.1% | 1%
21 | CC(C)CNS(=O)(=O)c1ccc(CCC(=O)NCCC2=CCCCC2)cc1 | -21% | 6% | -1% | i | 3% | -48% | -2.1 | -0.1% | -27%
22 | CC1(C(=O)NC(=S)NNC(=O)c2ccncc2)CCCCC1 | ? | ? | -6% | i | 0% | -26% | -0.3 | -0.9% | ?
23 | Cc1ccc(Sc2nnc(-c3ccccc3)cc2C#N)cc1 | 4% | 17% | 2% | i | 0% | 1% | 0.0 | 1.5% | 12%
24 | OCC[C@H]1C[C@H](O)[C@@H](O)[C@]2(OCc3ccccc32)O1 | 10% | -6% | -1% | i | -2% | 1% | 2.2 | -0.4% | -2%
25 | Cc1cccc(CS(=O)(=O)Cc2ccc(C(=O)NC3CCCC3)o2)c1 | -17% | 2% | -8% | i | 2% | 1% | 1.2 | -0.4% | 2%
26 | Cc1cccc(C(=O)OCC(=O)NCc2cccs2)c1 | 5% | 2% | 0% | i | -5% | 1% | -2.4 | 0.8% | 2%
27 | Cc1ccc(C(=O)NNC(=O)c2ccc(NS(=O)(=O)c3cccs3)cc2)o1 | 16% | 8% | 7% | i | -3% | -7% | -0.9 | -0.8% | -11%
28 | COc1ccccc1C(=O)NC(=O)Nc1ccc(-n2nc(C(F)(F)F)cc2C(F)(F)F)cc1 | ? | -3% | -3% | . | . | -2% | . | -1.2% | -25%
29 | Cc1cccc(NC(=S)N(Cc2cccc(Br)c2)CC2CCC(C(=O)O)CC2)c1 (stereo unspecified) | ? | -24% | -20% | i | 1% | 3% | 1.8 | -0.8% | 4%
30 | c1ccc(-c2nc(N3CCOCC3)cc(N3CCOCC3)n2)cc1 | -8% | 12% | 1% | i | 1% | -17% | -0.8 | 0.1% | -2%
31 | CCOC(=O)C1=CCC(c2ccccc2C)N(S(=O)(=O)c2ccc(C)cc2)C1 (stereo unspecified) | . | -23% | . | i | . | -20% | 1.0 | 3.9% | ?
32 | CC1CC2(CCCCC2)Nc2ccc3ccccc3c21 (stereo unspecified) | -11% | -15% | 3% | i | 2% | -17% | -4.8 | 3.5% | -12%
33 | Cc1cccc(CSc2nn3c(=O)c(C)nnc3s2)c1 | 8% | -14% | -5% | i | 1% | -6% | -1.1 | 2.2% | 9%
34 | CCC(CC)C1C(C#N)=C(N)Oc2cc(C)oc(=O)c21 (stereo unspecified) | 1% | 1% | -2% | i | -3% | -11% | -2.1 | -0.7% | 0%
35 | O=c1n(Cc2ccccc2Cl)c2ccccc2c2nc(-c3ccccc3)nn12 | 1% | -7% | 0% | . | . | 3% | . | 0.4% | 16%
36 | O=C(NCc1cccc(C(F)(F)F)c1)C1CC(c2ccccc2C(F)(F)F)=NO1 (stereo unspecified) | -2% | -10% | 4% | i | 0% | -9% | 1.0 | 2.6% | -23%
37 | Cc1ccc(CNC(=O)Cc2cccs2)cc1 | . | -10% | -5% | i | -1% | 5% | -0.4 | 0.6% | 4%
38 | CCOC(=O)N1CCN(C(=O)/C=C/c2ccc(OC)c(OC)c2)CC1 | -11% | -4% | 12% | i | -2% | 11% | 1.5 | 0.4% | -1%
39 | Cc1ccc(-c2[nH]nc3c2C(c2ccoc2)C(C#N)=C(N)O3)cc1C (stereo unspecified) | -12% | -3% | 1% | i | -1% | 2% | -1.7 | ? | -21%
40 | Cc1cccc(NC(=O)c2cccnc2)c1C | -13% | 3% | 2% | i | -8% | 10% | 0.6 | -0.4% | -6%
41 | CCn1nnc(NC(=O)C(c2ccccc2)c2ccccc2)n1 | -13% | 6% | -4% | i | 4% | -26% | -3.9 | 0.2% | -10%
42 | COc1ccc(/C=C/c2cccc[n+]2C)c(O)c1 | -23% | -9% | ? | i | 1% | -2% | 0.1 | 3.3% | ?
43 | CCOC(=O)CSc1cc(=O)n(CC)c2ccccc12 | -5% | -6% | 0% | i | -1% | -10% | 1.8 | 0.0% | -17%
44 | Cc1ccc(C(=O)NC(CCc2ccccc2)C(=O)O)cc1 (stereo unspecified) | -3% | -4% | 2% | i | -1% | 5% | 1.7 | -0.6% | 4%
45 | O=C(Nc1ccc(N2CCN(c3ccc(C(F)(F)F)cn3)CC2)nc1)c1cccs1 | ? | -18% | 3% | i | 1% | -4% | 1.1 | 0.2% | ?
46 | O=C(Nc1cccc(Cl)c1)N1N=CCC1c1ccccc1 (stereo unspecified) | 9% | 12% | 8% | i | -1% | -1% | -2.3 | 3.2% | -3%
47 | CCCC(=O)Nc1nn(C)c2nc3ccc(C)cc3cc12 | -7% | -3% | -1% | i | -1% | 0% | 1.5 | -0.4% | 2%
48 | Cn1ncc(C#N)c1NC(=O)C1CC(c2c(F)cccc2Cl)=NO1 (stereo unspecified) | 4% | 2% | -1% | i | 0% | 2% | -0.9 | 0.3% | -4%
49 | CCCCn1c(=O)[nH]c(=O)c2c1nc(-c1ccc3ccccc3c1)n2CC | -9% | -10% | 2% | i | 1% | -7% | -1.3 | -0.5% | -7%
50 | COC(=O)c1c(NC(=O)C2Cc3ccccc3C(=O)O2)sc2c1CCCC2 (stereo unspecified) | 3% | -5% | -3% | i | ? | 3% | -1.1 | 0.2% | -1%
51 | O=C1Nc2ccccc2/C1=C/c1ccccc1Cl | -2% | -31% | -6% | i | 0% | -23% | -0.5 | ? | ?
